Screens deposited in PubChem by several laboratories.
p47phox inh: blocks human p47phox regulatory protein of NADPH oxidases; P14598; p47phox/p22phox peptide binding, fluorescence polarization, 2 h; inhibition, % at 24.7 µM; actives 0.53% (n = 220,000);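 active = inhibition above about 30%, limit read from the data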;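 note: 0% = p47phox with labelled peptide and 100% = labelled peptide alone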
PGE2 EP2 inh: blocks the human prostaglandin E2 receptor EP2; P43116; C6 glioma cells expressing human EP2, cAMP TR-FRET; cells stimulated with saturating PGE2; inhibition, % at 25 µM; actives 0.52% (n = 260,000); AID 1422;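 active = percent inhibition above 40 after rounding to a whole number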;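 note: rat C6 glioma host cells with rolipram phosphodiesterase inhibitor present; the protocol text gives 20 µM as final concentration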
BaF3 parental: counter-screen for JAK2V617F inhibitors: parental Ba/F3 viability inhibitors | CellTiter-Glo ATP luminescence | inhibition, % at 5.6 µM | actives 1.1% (n = 220,000) | AID 1486;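 active = inhibition above a per-campaign cutoff, the mean inhibition of all tested compounds plus 3 SD, cut at about 27% in these data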;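 note: 0% = DMSO wells and 100% = JAK Inhibitor I control wells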
Furin inhibitor: human furin inhibition; P09958; purified furin, fluorogenic substrate cleavage; inhibition, % at 30 µM; actives 0.061% (n = 220,000); AID 463115; in the data active = inhibition above about 25%; note: inactives centre near -15
RBBP9 inhibitor: inhibitors of human serine hydrolase RBBP9; actives 0.2% (n = 220,000); O75884; inhibition, % at 7.94 µM; recombinant RBBP9, FP-Rh probe fluorescence polarization;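 active = inhibition above the campaign mean of all tested compounds plus 3 SD, cut at about 14% in these data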;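 note: plate controls were DMSO wells with RBBP9 for no effect and wells lacking RBBP9 protein for full effect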
Target sequence (O75884 whole entry, looked up): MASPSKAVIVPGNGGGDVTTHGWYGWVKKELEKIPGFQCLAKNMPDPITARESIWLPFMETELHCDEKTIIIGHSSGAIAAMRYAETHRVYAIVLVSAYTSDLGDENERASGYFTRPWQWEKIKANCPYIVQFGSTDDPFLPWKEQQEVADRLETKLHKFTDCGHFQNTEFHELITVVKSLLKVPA
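System: RBBP9 protein / Buffer or medium: Tris/NaCl buffer pH 8.0 with 0.1% Pluronic / Probe or stimulus: Serine-hydrolase probe FP-Rh, 375 nM pre-mixing / Dosing: 7.94 µM single dose, 0.794% DMSO / Times: enzyme-compound preincubation 30 min, then probe labeling 45 min, 25 °C / Technique: fluorescence polarization (mP), excitation 525 nm, emission 598 nm / Replication: singlicate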
Ba/F3 V617F tox: loss of viability in JAK2V617F-driven Ba/F3 cells; Ba/F3 EpoR-JAK2V617F viability, ATP luminescence; inhibition, % at 5.6 µM; actives 1.1% (n = 220,000);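 active = inhibition above the campaign mean plus 3 SD over all tested compounds, cut at about 24% in these data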;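 note: cytokine-independent growth of Ba/F3 cells driven by EpoR plus mutant JAK2; 0% = DMSO-treated cells and 100% = JAK inhibitor I control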
p97 ATPase inh: inhibitors of human p97 ATPase. inhibition, % at 8 µM. recombinant p97 ATPase, Kinase-Glo ATP luminescence, 3 h. actives 0.42% (n = 220,000); in the data active = inhibition above about 15%;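 note: 0% = DMSO vehicle and 100% = wells lacking enzyme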
Target sequence (P55072 whole entry, looked up): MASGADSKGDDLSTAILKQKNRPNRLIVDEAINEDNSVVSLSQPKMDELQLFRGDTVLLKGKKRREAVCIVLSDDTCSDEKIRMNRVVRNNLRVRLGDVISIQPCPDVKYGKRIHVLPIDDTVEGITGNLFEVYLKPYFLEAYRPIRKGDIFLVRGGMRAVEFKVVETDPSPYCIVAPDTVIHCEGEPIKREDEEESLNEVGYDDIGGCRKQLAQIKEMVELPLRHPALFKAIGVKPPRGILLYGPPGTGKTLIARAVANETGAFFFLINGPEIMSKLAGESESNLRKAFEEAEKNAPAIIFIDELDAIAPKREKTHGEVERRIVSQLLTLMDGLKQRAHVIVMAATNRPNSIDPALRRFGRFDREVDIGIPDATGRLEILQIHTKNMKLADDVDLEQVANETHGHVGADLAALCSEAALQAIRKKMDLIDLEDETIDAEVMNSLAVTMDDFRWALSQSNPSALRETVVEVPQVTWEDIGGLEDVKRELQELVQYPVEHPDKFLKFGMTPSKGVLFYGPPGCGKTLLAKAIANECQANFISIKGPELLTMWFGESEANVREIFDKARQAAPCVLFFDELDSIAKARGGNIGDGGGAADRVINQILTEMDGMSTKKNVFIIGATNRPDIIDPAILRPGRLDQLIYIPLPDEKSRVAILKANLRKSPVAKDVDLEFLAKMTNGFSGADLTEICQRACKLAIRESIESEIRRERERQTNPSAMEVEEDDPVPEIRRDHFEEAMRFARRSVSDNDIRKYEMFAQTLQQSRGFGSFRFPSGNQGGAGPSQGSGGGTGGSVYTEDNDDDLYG
Tb hexokinase: T. brucei hexokinase 1 inhibition; inhibition, % at 10 µM; recombinant TbHK1, G6PDH-coupled NADH A340; AID 1430; actives 0.11% (n = 220,000);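 active = inhibition of 50% or more in the single-dose primary screen; inactive = inhibition below 50%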
PPC-1+TRAIL kill: PPC-1 cancer cell killing with TRAIL present. PPC-1 cells + TRAIL, ATPLite viability luminescence. cell killing (% activity), % at 4 µM. actives 0.41% (n = 220,000);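 active = cell killing above 50% in the first pass at 4 µM, then a duplicate retest at 5 µM averaging 50% or more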;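 note: plate controls were cells with TRAIL plus DMSO for no effect and medium-only wells lacking cells for full effect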
The depositor's hits bear a star; · = no result given; [ ] = another dose, or the depositor's remark.

SMILES	p47phox inh	PGE2 EP2 inh	BaF3 parental	Furin inhibitor	RBBP9 inhibitor	Ba/F3 V617F tox	p97 ATPase inh	Tb hexokinase	PPC-1+TRAIL kill
COc1cccc(C(=O)N2CCN(CCCc3ccccc3)CC2)c1OC	-9	-1	5	-4	-5	2	-2	1	10
COc1ccc(NC(=S)NC(NC(=O)c2cccc(C)c2)C(Cl)(Cl)Cl)c([N+](=O)[O-])c1 (stereo not given)	-11	18	4	-5[20 µM]	-7	-1	0	2	16
Cc1ccc(C)c(N2CCN(S(=O)(=O)c3ccc4[nH]c(=O)c(=O)[nH]c4c3)CC2)c1	-1	8	5	-31	-6	-2	10	6	2
C/C=C(/C)C(=O)O[C@@H]1[C@H](OC(=O)C=C(C)C)c2c(ccc3ccc(=O)oc23)OC1(C)C	-3	9	7	-17	-7	3	0	-3	22
CC1(OC(=O)C2CCCC2)C(=O)C=C2C=C(c3ccsc3)N(Cc3ccc4c(c3)OCO4)C=C2C1=O (stereo not given)	0	13	·	-16	·	·	·	-23	-5
CC(NC(=O)Cn1ccsc1=N)C12CC3CC(CC(C3)C1)C2 (stereo not given)	-3	14	3	-16	-9	0	1	0	18
COC(=O)c1ccc(CSc2n[nH]c(=S)s2)o1	-2	5	3	-10[20 µM]	-7	-1	3	-11	-9
Cc1ccc(C)c(S(=O)(=O)N2CCN(CC(=O)NC(=O)NCc3ccco3)CC2)c1	-13	2	0	0	3	-2	3	-2	8
Nc1[nH]ncc1-c1ccc(Cl)cc1	-4	5	12	-8	-11	3	-1	11	17
COc1ccc(C(OC(=O)c2ccco2)C(=O)NC2CCCCC2)cc1OC (stereo not given)	-3	8	3	1	0	4	-8	1	4
CC(=O)Nc1ccc(C(=O)N2CC(=O)NC(=O)C2)cc1	-7	6	-3	-15	-8	0	2	-13	5
CC(C)(C)C(=O)c1cn(CC(=O)O)c2ccccc12	1	11	8	-29	0	0	7	-2	·
S=C(Nc1ccccc1Oc1ccccc1)Nc1cccc(Cl)c1Cl	-14	6	6	-6	-3	2	1	7	3
Cc1nc(-c2cccs2)ccc1C(=O)O	-8	6	10	-67	-4	1	3	-2	5
O=C(Cc1ccccc1)NC1(Cc2ccc(O)cc2)CCCCC1	-6	6	2	-19	-2	0	0	-1	34
COc1ccc2c(c1)CCc1c(C(=O)NCc3ccc(Cl)cc3)noc1-2	-1	5	3	-12[20 µM]	-6	-2	2	-9	13
CC1(C)CC(=O)C([N+](=O)[O-])=C(NCCCC(=O)O)C1	-8	3	6	-8	3	-1	4	-22	33
O=C(c1ccccc1)N1CCN=C1c1ccccc1	-10	5	3	-16	-8	-3	1	3	11
CC(C)(C)n1nc2c(c1NC(=O)c1cccc(C(F)(F)F)c1)CS(=O)C2 (stereo not given)	-1	11	5	-13[20 µM]	-5	-1	3	0	-4
O=C(Cc1ccc(Cl)cc1)Nc1ncccn1	-6	11	0	-22	-3	-3	7	-2	10

Shown field by field: 4 of the compounds above.
COc1ccc(NC(=S)NC(NC(=O)c2cccc(C)c2)C(Cl)(Cl)Cl)c([N+](=O)[O-])c1 (stereo not given)
- p47phox inh = -11
- PGE2 EP2 inh = 18
- BaF3 parental = 4
- Furin inhibitor = -5[20 µM]
- RBBP9 inhibitor = -7
- Ba/F3 V617F tox = -1
- p97 ATPase inh = 0
- Tb hexokinase = 2
- PPC-1+TRAIL kill = 16
Cc1ccc(C)c(N2CCN(S(=O)(=O)c3ccc4[nH]c(=O)c(=O)[nH]c4c3)CC2)c1
- p47phox inh = -1
- PGE2 EP2 inh = 8
- BaF3 parental = 5
- Furin inhibitor = -31
- RBBP9 inhibitor = -6
- Ba/F3 V617F tox = -2
- p97 ATPase inh = 10
- Tb hexokinase = 6
- PPC-1+TRAIL kill = 2
C/C=C(/C)C(=O)O[C@@H]1[C@H](OC(=O)C=C(C)C)c2c(ccc3ccc(=O)oc23)OC1(C)C
- p47phox inh = -3
- PGE2 EP2 inh = 9
- BaF3 parental = 7
- Furin inhibitor = -17
- RBBP9 inhibitor = -7
- Ba/F3 V617F tox = 3
- p97 ATPase inh = 0
- Tb hexokinase = -3
- PPC-1+TRAIL kill = 22
CC1(OC(=O)C2CCCC2)C(=O)C=C2C=C(c3ccsc3)N(Cc3ccc4c(c3)OCO4)C=C2C1=O (stereo not given)
- p47phox inh = 0
- PGE2 EP2 inh = 13
- BaF3 parental = ·
- Furin inhibitor = -16
- RBBP9 inhibitor = ·
- Ba/F3 V617F tox = ·
- p97 ATPase inh = ·
- Tb hexokinase = -23
- PPC-1+TRAIL kill = -5

Going on with the list.
SMILES	p47phox inh	PGE2 EP2 inh	BaF3 parental	Furin inhibitor	RBBP9 inhibitor	Ba/F3 V617F tox	p97 ATPase inh	Tb hexokinase	PPC-1+TRAIL kill
O=C(NC1CCN(Cc2ccccc2)CC1)c1ccc2c(c1)[nH]c(=O)n2Cc1ccc(F)cc1	-13	16	9	-33	-7	0	4	10	·
CC(C)OC(=O)C1C2C=CC3(CN(C(C)c4ccc(Br)cc4)C(=O)C13)O2 (stereo not given)	-5	9	6	-28	-2	-1	1	-12	-1
CN1CCN(C(=O)c2ccc(N(Cc3ccccc3Cl)S(C)(=O)=O)cc2)CC1	-14	4	0	-12[20 µM]	-6	-1	-4	-5	-21
CCc1ccc(NC(=S)N2CCNC(=O)C2CC(=O)OC)cc1 (stereo not given)	-1	10	3	-22	-4	1	5	-9	5
O=C(NCc1ccc(F)cc1)c1ccc(CS(=O)(=O)Cc2ccc(F)cc2)o1	-6	21	7	-7	-7	4	-10	-1	2
COc1ccc(/C(C)=N/Nc2ccccc2Cl)c(O)c1	-3	5	-4	-20	-8	2	-1	-3	11
Cc1cc(-c2ccccc2)nc(SCC(=O)c2cccc([N+](=O)[O-])c2)n1	-11	4	2	-19[20 µM]	-7	-1	2	0	4
O=C(CCN1CCN(c2ccccc2)CC1)N/N=C/c1ccc([N+](=O)[O-])o1	-4	6	5	-20	-2	1	2	-16	18
O=C(NNS(=O)(=O)c1ccccc1)c1sccc1-n1cccc1	-9	9	5	-23[20 µM]	0	-1	3	0	7
COC(=O)Cn1cnc2c(cnn2-c2ccccc2)c1=O	-1	1	0	-27	-5	-3	2	-8	18
CC(=O)C1=NN(c2ccccc2)C2(S1)S/C(=C\c1ccccc1)C(=O)N2c1ccccc1 (stereo not given)	-10	8	4	-12[20 µM]	7	-2	1	-35	25
O=c1[nH]c2cc3c(cc2cc1CN(CCc1ccccc1)Cc1nnnn1C1CCCC1)OCCO3	-2	-1	0	-19	-10	1	-3	-8	16
CCOc1ccc(/C=C\C(C)=N\O)cc1	-9	12	0	-17	-7	-1	4	-8	34
CCCC(C(=O)n1nc(C)cc1C)C(NS(=O)(=O)c1ccc(C)cc1)c1ccccc1 (stereo not given)	-13	5	3	-9[20 µM]	-4	1	-1	5	14
O=C(NCc1cccnc1)Nc1ccc(F)cc1F	-8	6	2	-10[20 µM]	-8	-4	2	-6	14
Cc1nn(Cc2ccccc2)c(Cl)c1/C=N/NC(=O)c1cccnc1	0	8	5	-7	-12	-3	3	32	14
CC(=O)c1ccccc1NC(=O)COC(=O)/C=C/c1ccc(C)o1	6	5	9	0	-5	0	2	-9	7
COc1cccc(C(=O)O/N=C(\N)c2ccncc2)c1	-2	6	0	-1[20 µM]	-5	0	0	1	18
FC(F)(F)c1cnc(Oc2cccc3ccccc23)c(Cl)c1	-10	5	8	4	9	-2	5	33	-1
O=C(Oc1ccc(/C=N/Nc2nc(N3CCCCC3)nc(N3CCCCC3)n2)cc1)c1ccco1	-12	8	4	-23	4	1	-1	-7	·
COc1cc(-c2nnc(SCc3c(F)cccc3Cl)o2)cc(OC)c1OC	14	11	3	-15[20 µM]	-2	0	-1	-3	18
COC(=O)/C=C1/SC(=Nc2ccc(C)cc2C)NC1=O	-10	·	3	-25[20 µM]	-5	2	1	-17	-23
COc1cccc(-n2c(=O)n(Cc3ccccc3)c(=O)c3[nH]cnc32)c1	0	5	4	-10	-12	5	-5	-1	17
CC(C(=O)O)N1C(=O)c2ccccc2C1=O (stereo not given)	1	10	0	-16[20 µM]	4	-8	6	3	-6
CCN1CCN(c2ccc(NC(=O)CCc3c(C)nc4c(-c5ccc(F)cc5)c(C)nn4c3C)cc2)CC1	2	8	15	-1	4	1	3	-6	1
N#Cc1c(-c2ccccc2)nc(-c2ccccc2)nc1N1CCOCC1	-17	34	3	-10[20 µM]	-4	2	3	-8	19
O=C(NCCC1=CCCCC1)C1CCN(Cc2cnn(-c3ccccc3)c2-n2cccc2)CC1	-16	18	5	-31	2	2	-2	-11	11
CCOC(=O)N1C(=O)C2(CCCCC2)N(c2ccccc2Cl)C1=S	2	3	1	-2	1	-4	2	2	39
COc1ccc2c(c1)c(=O)oc1cc(OCC(=O)NC3CCCCC3)ccc12	-1	4	1	-3[20 µM]	-8	2	-7	-1	-2
CC(=O)NCC1CCCN(Cc2cn(-c3ccccc3)nc2-c2ccc3c(c2)OCO3)C1 (stereo not given)	-15	4	6	-19	3	1	8	-2	3
O=C(COc1ccccc1)N1CCN=C1SCc1ccccc1F	-8	2	-1	-25	-8	2	-3	9	6

3 entries already listed, arranged by length of the SMILES, ascending:
SMILES	p47phox inh	PGE2 EP2 inh	BaF3 parental	Furin inhibitor	RBBP9 inhibitor	Ba/F3 V617F tox	p97 ATPase inh	Tb hexokinase	PPC-1+TRAIL kill
COC(=O)/C=C1/SC(=Nc2ccc(C)cc2C)NC1=O	-10	·	3	-25[20 µM]	-5	2	1	-17	-23
O=C(NCCC1=CCCCC1)C1CCN(Cc2cnn(-c3ccccc3)c2-n2cccc2)CC1	-16	18	5	-31	2	2	-2	-11	11
CCN1CCN(c2ccc(NC(=O)CCc3c(C)nc4c(-c5ccc(F)cc5)c(C)nn4c3C)cc2)CC1	2	8	15	-1	4	1	3	-6	1

These rows are one share of the data; count on the stated rates, not on these rows.
